Screens as filed in PubChem.
PTHR1 ag = agonists of human PTHR1 parathyroid hormone receptor | Q03431 | HEK293 GP2 PTHR1 cells, GloSensor cAMP luminescence, 1 h | Potency, µM (series often up to 115 µM), for inactives: top-dose activation, actives largely listed as activators | 410,000 tested, 0.075% active | AID 743266; further: potency means the concentration at half of the fitted maximal effect; nearly all actives have a fitted effect of over 55% in size; some results filed as inactive show a strong effect at the top dose; inactives centre near -15; many of its hits are not listed in these tables
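HEK-293-derived GP2 cells expressing PTHR1 and a GloSensor cAMP reporter, 3,000/well, plated overnight, given luciferin plus IBMX (each 0.5 mM as added) for 1 h at 37 °C, then compound for 1 h at 37 °C. Luminescence was read after 15 min at room temperature.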
D3 ag = activates the human D3 dopamine receptor. P35462. D3R DiscoveRx beta-arrestin cells, luminescence, 90 min. max activation, %. 410,000 tested, 0.58% active. AID 652048; in the data active means max activation above about 30%; further: 0% is about no effect; mostly tested at two doses, the higher about 12 µM
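Agonist mode: compounds and dopamine controls were applied to plated cells for 90 min at 37 degrees C after an overnight attachment at 1500 cells/well. Luminescent read-out followed 30 - 60 minutes at room temperature with DiscoveRx detection reagent.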
EPAC2 agonist = EPAC2 (human) agonism | EPAC2 activation, biochemical qHTS; response scale: 100% = 6.5 mM cAMP response | Potency, µM (series often up to 154 µM), without a hit: top-dose activation, hits mostly activators | 360,000 tested, 0.079% active; further: potency means the concentration at half of the fitted maximal effect; nearly all actives have a fitted effect of over 50% in size
Target sequence (Q8WZA2 whole entry, looked up): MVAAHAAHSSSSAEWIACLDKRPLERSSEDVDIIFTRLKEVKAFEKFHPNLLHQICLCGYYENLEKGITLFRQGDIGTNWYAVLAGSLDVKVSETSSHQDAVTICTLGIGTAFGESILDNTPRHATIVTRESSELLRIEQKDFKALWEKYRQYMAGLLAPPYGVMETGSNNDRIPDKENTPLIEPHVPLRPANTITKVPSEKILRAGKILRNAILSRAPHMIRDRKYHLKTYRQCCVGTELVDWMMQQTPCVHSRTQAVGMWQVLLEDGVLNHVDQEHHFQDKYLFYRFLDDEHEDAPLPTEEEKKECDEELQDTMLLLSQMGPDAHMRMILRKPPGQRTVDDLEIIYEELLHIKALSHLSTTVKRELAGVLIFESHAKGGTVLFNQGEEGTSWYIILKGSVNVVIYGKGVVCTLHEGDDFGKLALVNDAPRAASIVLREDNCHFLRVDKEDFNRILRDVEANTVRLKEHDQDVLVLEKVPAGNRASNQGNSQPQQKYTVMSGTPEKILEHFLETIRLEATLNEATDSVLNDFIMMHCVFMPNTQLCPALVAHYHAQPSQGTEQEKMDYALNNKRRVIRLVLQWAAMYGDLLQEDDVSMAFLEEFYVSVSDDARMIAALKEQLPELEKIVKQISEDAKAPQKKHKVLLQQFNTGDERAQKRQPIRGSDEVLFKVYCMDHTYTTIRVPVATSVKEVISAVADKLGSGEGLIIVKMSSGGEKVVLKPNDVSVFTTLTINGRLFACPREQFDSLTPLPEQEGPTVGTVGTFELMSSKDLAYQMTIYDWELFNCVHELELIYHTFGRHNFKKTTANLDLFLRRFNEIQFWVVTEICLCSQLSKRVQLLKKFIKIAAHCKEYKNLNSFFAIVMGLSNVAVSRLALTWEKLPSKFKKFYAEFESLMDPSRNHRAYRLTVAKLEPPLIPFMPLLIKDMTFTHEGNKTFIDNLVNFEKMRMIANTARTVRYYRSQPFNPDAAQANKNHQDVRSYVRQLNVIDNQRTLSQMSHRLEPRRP
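Guanine nucleotide exchange by EPAC2 is measured as reduced fluorescence of BODIPY-GDP once it is released from 250 nM Rap1B. Plates are read kinetically for 30 min at room temperature; results are scaled to 6.5 mM cAMP.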
CCT modulator = cytosolic chaperonin activity modulation; purified chaperonin ATPase assay, HTRF ADP detection, 30 min; activity change, % (no concentration beside the values), hits read low; 360,000 tested, 0.3% active; in the data active means activity change below about -30%; further: on the % scale 0 is the no-effect control and ±100 the full control effect
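First, chaperonin was dispensed at 40 nM or 20 nM final depending on batch activity. Next, compounds were pinned at 76 uM and ATP added at 10 uM. After 30 min at 37 °C, ADP detection reagents ran 30 min at ambient temperature.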
Mm-Cpn inhibitor = inhibitors of Methanococcus maripaludis chaperonin (MmCpn); purified Mm-Cpn ATPase, ADP Transcreener TR-FRET; Potency, µM (highest dose often 76.9 µM), for the others: at the top dose activity, negative = inhibition, usual class: inhibitors; 330,000 tested, 0.031% active; AID 504842; further: potency means the concentration at half of the fitted maximal effect; on the % scale 0 is the no-effect control and ±100 the full control effect; nearly all actives have a fitted effect of over 80% in size
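TR-FRET (320 nm excitation; 590 and 665 nm emission) reports ADP made from 10 uM ATP by 25 nM enzyme; compounds were preincubated 10 min, reaction run 30 min, both at 37°C.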
EPAC2 antagonist = antagonists of human EPAC2; Potency, µM (series often up to 114 µM), for the others: top-dose activity, negative = inhibition, usual class: inhibitors; AID 720708; 360,000 tested, 0.18% active; EPAC2 GEF exchange of Rap1B-BODIPY-GDP, fluorescence; Q8WZA2; further: potency means the concentration at half of the fitted maximal effect; on the % scale 0 is the no-effect control and ±100 the full control effect; nearly all actives have a fitted effect of over 45% in size; many of its hits are not listed in these tables
pAkt inh = Akt phosphorylation inhibition | Neuro2A IGF-stimulated pAkt S473 HTRF, 20 min; active compounds read low | activity change, % for hits at 50 µM | 360,000 tested, 0.32% active; in the data active means activity change below about -80%; inconclusive means mostly about -51% to -80%; further: on the % scale 0 is the no-effect control and ±100 the full control effect
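Neuro2A cells (4,500/well, DMEM with 0.5% FBS) were treated with compound at a single 50 µM final concentration, stimulated with 6 nM IGF for 20 min at 37 °C, and lysed. Phospho-Akt Ser473 was read by HTRF as 665/615 ratio ×10^4.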
DRD3 antagonist = blocks the human D3 dopamine receptor; max response, negative = inhibition, %; P35462; 360,000 tested, 2.5% active; D3R cells, DiscoveRx beta-arrestin luminescence, antagonist mode; active compounds read low; in the data active means max response below about -50%; inconclusive means no clear call, values can overlap the other calls; further: on the % scale 0 is the no-effect control and ±100 the full control effect; mostly tested at two doses, the higher about 12 µM
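Cells plated overnight at 1500 cells/well, then exposed to library compounds with dopamine controls for 90 minutes at 37 degrees C. DiscoveRx reagent added for 30–60 minutes at room temperature; luminescence read, quantitative HTS format.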
The depositor's hits bear a star; i = inactive; ? = inconclusive; . = not tested or not shown; & = joins results of further samples; [ ] = another dose, or the depositor's remark. Unless noted, the call rests on the fitted dose curve; in most records, active means well fitted curve in the direction sought with a large enough effect; inconclusive means small, poorly fitted or top-dose-only effect, or another doubt; inactive means no such curve, though single readings can be large; an effect the other way counts as inactive or inconclusive. Not all compounds are listed. The share of hits here may be higher or lower than overall.

SMILES	PTHR1 ag	D3 ag	EPAC2 agonist	CCT modulator	Mm-Cpn inhibitor	EPAC2 antagonist	pAkt inh	DRD3 antagonist
CC(C)N1CCN(CC#Cc2ccccc2)CC1CCO (stereo not drawn)	12%	-1	-7%	0.8	-3%	2%[57.1 µM]	i	-3
Cc1ccc(NC(=O)CCc2c(C)nn(-c3ccc(N4CCCCC4)nn3)c2C)cc1F	-7%&-87%	-3&-8	15%	-0.3	0%	-5%	i	-4
Cc1ccnc(NC(=O)C2CCN(S(=O)(=O)c3ccc4c(c3)CC(C)N4C(=O)C3CCC3)CC2)c1 (stereo not drawn)	-22%	15	0%	-2.0	-12%	-2%	i	13
CCCc1cc(=O)[nH]c(SCc2cc(=O)oc3cc(C)c(C(C)C)cc23)n1	-16%	-6	2%	-0.1	0%	-9%	i	0
CC(=O)Nc1ccc(OCC(O)CN2CCN(c3ccccc3Cl)CC2)cc1 (stereo not drawn)	-8%	4	12%	-11	-1%	-4%	i	-66*
Cc1ccc(/C=C/C(=O)Nc2cccnc2)o1	i	-3	10%	-0.6	1%	0%	i	4
CCCn1nc(C(=O)NCC2COc3ccccc3O2)c2ccccc2c1=O (stereo not drawn)	-2%	1	9%	1.2	-4%	-12%	i	30
COc1ccc(/C=C(/NC(=O)c2ccccc2)C(=O)Nc2cccc(C(=O)O)c2)cc1	-2%	1	2%	-0.4	-6%	0%	i	6
O=C(c1sc2cc(Cl)ccc2c1Cl)N1CCN(CCc2ccccn2)CC1	-14%	-14	5%	-0.2	-2%	-17%	i	-13
NC(=O)c1c(NC(=O)CSc2nc3c(c(C(F)(F)F)n2)CCc2ccccc2-3)sc2c1CCCC2	i	-22	-4%	-2.5	-3%	12%	i	12
COC(=O)N/N=C(\C)c1ccccc1Br	i	8	8%	0.2	-5%	0%	i	-7
N#Cc1cccc(S(=O)(=O)NCC(=O)NCCCc2ccccc2)c1	i	0	8%	-2.4	0%	2%	i	-26
CCc1nc(SCc2cccnc2)c(C#N)cc1C	-10%[57.5 µM]	1	0%	-2.0	2%	4%	i	-21
CCOC(=O)N1CCN(C(=O)c2cc(S(=O)(=O)N3CCc4ccccc43)ccc2OC)CC1	i	-2	7%	3.5	-1%	8%	i	?
COc1ccc(S(=O)(=O)N(C)CC(=O)Nc2ccccc2OC)cc1C	-15%	-1	16%	-1.6	0%	7%	i	0
CCCC(=O)Nc1ccc2c(c1)Cc1ccccc1-2	-21%	2	1%	-1.1	0%	-6%	i	-14
COc1ccc(C2OC[C@H]3O[C@H](O)[C@H](NC(C)=O)[C@@H](O)[C@@H]3O2)cc1 (stereo partly drawn)	i	13	4%	-1.1	-3%[15.4 µM]	4%	i	-3
CC1(NC(=O)C2CCN(C(=O)Nc3ccccc3)CC2)CCS(=O)(=O)C1 (stereo not drawn)	2%	1	7%	3.2	-4%	3%	i	9
CCOC(=O)N1CCC(NC(=O)CSCc2cnn(-c3ccccc3)c2-n2cccc2)CC1	-15%[57.5 µM]	6	11%	-4.2	0%	0%	i	0
O=C(Cc1ccc(NC(=O)C2CCCN(C(=O)C3CC3)C2)cc1)Nc1ccc(C(=O)N2CCOCC2)cc1 (stereo not drawn)	i	15	2%	1.7	.	1%	i	0
COc1ccccc1CN(C)C(=O)c1cnc(C)cn1	-5%	2	5%	-0.3	-2%	7%	i	8
CCc1cc2c(=O)n(N)c(CCC(=O)O)nc2s1	-1%	1	9%	-0.6	-1%	18%	i	-15
COc1cc(Nc2cccc[n+]2C)cc(OC)c1OC	-2%	0	1%	-0.2	-1%	-1%	i	2
COc1ccc(CCC(=O)NCCNC(=O)CCc2ccc(OC)cc2)cc1	i	-9	3%	-1.0	1%	-1%	i	-11
O=[N+]([O-])c1ccc(C(O)C23CN4CN(CN(C4)C2)C3)cc1 (stereo not drawn)	-2%	5	11%	-2.2	-1%	10%	i	-69*
O=C1C(Cc2ccccc2)Nc2ncnc(N3CCOCC3)c2N1Cc1ccccc1 (stereo not drawn)	-8%&15%	-1&1	9%&-21%	-0.9&2.3	-3%	?	i	-29&8
CC(C)(C)c1ccc(S(=O)(=O)NCC2CCCO2)cc1 (stereo not drawn)	-92%[inhibitor]	8	6%	1.3	-3%	-7%	i	-13
CC(Sc1nc2cc(Cl)ccc2s1)C(=O)Nc1cccc(S(=O)(=O)N2CCOCC2)c1 (stereo not drawn)	-25%	-14	26%	-2.7	-5%	-8%	i	7
CSc1nnc(C)c(/C=C/Nc2ccc(F)cc2)n1	i	-8	7%	-1.1	-2%	-2%	i	0
COc1cc(S(=O)(=O)Nc2ccccc2C)ccc1NC(=O)c1ccncc1	i	3	1%	-2.9	-5%	1%	i	4
C=CCNc1ccc(F)c(F)c1N1CCCCCC1=O	-8%[57.5 µM]	1	-1%	-7.7	-1%	-3%	i	2
Clc1ccc(C2=NCCn3nc4ccccc4c32)cc1	-15%	0	14%	-1.1	0%	0%	i	19
Cc1c(C(c2cc3c(cc2Br)OCO3)c2c(C)n(C)n(-c3ccccc3)c2=O)c(=O)n(-c2ccccc2)n1C	i	-1	-10%	0.9	0%	-2%	i	10
Oc1ccc(/C=N/N(Cc2ccccc2)c2ccccc2)c(O)c1O	-8%	2	14%	-0.9	3%	-19%	i	0
CCC1=C(OC(=O)N(CC)CC)N2C(=O)OC(=NCC(=O)OC)[C@]2(Cc2ccccc2)[C@H]2C1=CC[C@H]1C(=O)N(C)C(=O)[C@H]12	9%	-26	-5%	-3.0	-1%	-3%	i	0
COc1cccc(CNC(=O)[C@@H]2CCCN2C(=O)[C@H]2CCCCN2C(=O)OC(C)(C)C)c1	-9%	10	0%	-3.0	.	4%	i	0
CC(C(=O)C12CC3CC(CC(C3)C1)C2)N1CCOCC1 (stereo not drawn)	i	0	0%	0.4	1%	12%	i	13
CCc1cc(=O)oc2cc(OC(C)C(=O)NCc3ccccn3)ccc12 (stereo not drawn)	i	-3	2%	0.6	1%	-6%	i	-1
CCC(c1nnnn1C1CCCC1)N1CCN(c2ccccc2F)CC1 (stereo not drawn)	i	2	10%	-1.2	0%	-1%	i	0
COCCCNC(=O)COc1cc2c(c3oc(=O)c(C)c(C)c13)CCC(C)(C)O2	-1%	-19	21%	-0.2	-4%	-5%	i	-25
CC(C)c1ccc(S(=O)(=O)N2CCN(C(=O)CN3C(=O)NC4(CCCC4)C3=O)CC2)cc1	i	-5	7%	-2.3	1%	-5%	i	?
Cc1ccc(OCC(=O)NNC(=O)c2cc(S(=O)(=O)N(C)C)ccc2N2CCCC2)cc1	-5%	3	3%	0.6	.	-3%	i	23
COc1ccc(Cl)cc1NS(=O)(=O)c1cc(Br)cnc1N	1%	-9	-7%	-2.2	2%	-18%	i	-29
O=C(Nc1cc(Cl)cc(Cl)c1)c1cccc(OC(F)F)c1	-31%	6	-1%	-0.5	2%	-13%	i	8
CC(C)C(=O)n1nc(-c2cccnc2)nc1NCc1cccs1	i	5	5%	-6.0	4%	-1%	i	2
CCOC(=O)c1ccc(NC(=O)Cn2nnc(-c3ccccc3)n2)cc1	i	-2	5%	-0.9	1%	0%	i	-13
Cc1ccc(C#N)c(SCc2cc3c(cc2Cl)OCO3)n1	i	1	16%	-3.5	-23%	7%	.	-14
CCOC(=O)c1ccc(NC(=O)N2CCN(Cc3cccc(F)c3)CC2)cc1	i	2	-7%	1.8	-1%	7%	.	-11
O=C(CCC1CCCCC1)NNC(=O)c1cnccn1	i	3	-1%	1.7	3%	7%	i	13
CC(c1nc2ccccc2[nH]1)n1c(=O)c(-c2cccnc2)nc2ccccc21 (stereo not drawn)	-8%	6	2%	.	.	0%	i	19
COc1ccc(C(=O)OCC(=O)NC(=O)CCSc2ccccc2)cc1	i	1	9%	0.3	-2%	5%	i	13
Cc1ccc(-c2nc(CS(=O)CC(=O)NCc3ccc(F)cc3)c(C)o2)cc1 (stereo not drawn)	-32%[inhibitor]	-19	4%	0.7	3%	2%	i	-4
O=C(O)Cc1sc(N/N=C\c2ccncc2)nc1-c1ccccc1	i	-6	1%	-1.5	-2%	-9%	i	1
Cc1occc1C(=O)NNC(=O)Nc1ccc(F)cc1F	i	1	8%	-5.8	1%	-8%	i	2
CSc1cccc(NC(=O)C(C)NS(=O)(=O)c2ccc(F)cc2)c1 (stereo not drawn)	-3%	-2	3%	-4.7	-1%	-5%	i	-13
COc1cc(Br)cc(C(c2c(C)n(C)n(-c3ccccc3)c2=O)c2c(C)n(C)n(-c3ccccc3)c2=O)c1O	i	-4	7%	-1.0	.	-11%	i	-8
O=C(/C=C/Nc1cccc([N+](=O)[O-])c1)c1ccco1	-24%[57.5 µM]	-5	-5%	-4.2	.	10%	i	-17
C=CCN(CC(=O)O)S(=O)(=O)c1ccccc1C(F)(F)F	i	2	6%	-1.7	0%	-1%	i	-1
Cc1cc(C)c2cc(C#N)c(NCCNC(=O)c3ccccc3)nc2c1	-15%	11	5%	.	.	7%	i	18
CCOC(=O)C1CCCN(C(=O)CSc2ccccc2)C1 (stereo not drawn)	i	-2	-2%	1.2	1%	-2%	i	4
CCOC(=O)N/N=C(\CCC(=O)O)c1cccs1	i	1	-4%	0.7	2%	-1%	i	24
O=c1/c(=C\c2ccc(O)cc2)sc2n1C(c1ccccc1)C(c1ccccc1)=NN=2 (stereo not drawn)	-4%[57.5 µM]	-28	13%	1.3	-1%	3%	i	-59*

Shown as comma-separated lines: five of the compounds above.
molecule,PTHR1 ag,D3 ag,EPAC2 agonist,CCT modulator,Mm-Cpn inhibitor,EPAC2 antagonist,pAkt inh,DRD3 antagonist
C=CCN(CC(=O)O)S(=O)(=O)c1ccccc1C(F)(F)F,i,2,6%,-1.7,0%,-1%,i,-1
Cc1cc(C)c2cc(C#N)c(NCCNC(=O)c3ccccc3)nc2c1,-15%,11,5%,.,.,7%,i,18
CCOC(=O)C1CCCN(C(=O)CSc2ccccc2)C1 (stereo not drawn),i,-2,-2%,1.2,1%,-2%,i,4
CCOC(=O)N/N=C(\CCC(=O)O)c1cccs1,i,1,-4%,0.7,2%,-1%,i,24
O=c1/c(=C\c2ccc(O)cc2)sc2n1C(c1ccccc1)C(c1ccccc1)=NN=2 (stereo not drawn),-4%[57.5 µM],-28,13%,1.3,-1%,3%,i,-59*
